SR-BI DiI-HDL act – SR-BI HDL lipid transfer activation; AID 504775; CHO ldlA[mSR-BI] cells, DiI-HDL uptake fluorescence, 3 h; 100 = double the neutral-control signal; activation, % at 12.5 µM; actives 0.096% (n = 320,000);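 active means mean replicate activation of at least 60% and every replicate at or above 60%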;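 further: 0% = median plate neutral-control signal and 100% = twice that signal; values of inactives mirror those of a sister screen read the other way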
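Test system: SR-BI-overexpressing, LDLR-lacking CHO cells. Measured by: DiI fluorescence, bottom read. Medium: Ham's F12 with 0.5% BSA, HEPES 25 mM, pH 7.4. Timing: 3 h uptake period with compound, 37 °C.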
SR-BI HDL uptake – blocks mouse SR-BI lipid uptake from DiI-HDL; Q61009; ldlA[mSR-BI] CHO cells, DiI-HDL uptake fluorescence, 3 h; inhibition, % at 12.5 µM; actives 0.96% (n = 320,000); AID 488896;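 active means mean replicate inhibition of at least 70% and a set share of replicates each scoring 70 or more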;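 further: 0% = median of neutral control wells and 100% = median of positive control wells; values of inactives mirror those of a sister screen read the other way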
MITF TRPM1 HTS – MITF TRPM1 promoter activation in melanoma cells | AID 588334 | actives 0.75% (n = 300,000) | activation, % at 12.5 µM | SK-MEL-5 TRPM1-promoter luciferase, 24 h; % of positive control, neutral wells = 0;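 active means mean activation of at least 80% with every replicate also reaching 80%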;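 further: 0% = neutral control wells and 100% = parthenolide positive control wells; values of inactives mirror those of a sister screen read the other way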
Arrestin-AP2 inh – blocks beta-arrestin peptide binding to AP2 adaptin; FITC-arrestin peptide / GST-AP2 beads, flow cytometry; AP2 beta2 appendage carries R879A mutation; inhibition, % at 10 µM; actives 0.31% (n = 340,000);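 active means inhibition above a set limit, near 3 SD of compounds lacking own fluorescence, cut at about 54% in these data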;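 further: plate controls were DMSO wells for no effect and 5 µM unlabelled arrestin peptide for full effect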
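System: GST-AP2 R879A glutathione beads; medium: PBS, Tween 20 0.05%, BSA 0.1%; reagent: fluorescein-tagged arrestin peptide at 50 nM final; schedule: pre-incubation 12 min, peptide binding 1 h, room temperature; detection: flow cytometry, FL1 (488/535 nm); read-out: inhibition as reduced fluorescein signal on beads, percent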
PKA-R2B activ – PKA-R2B complex activation. P22694+P31323. PKA-R2B holoenzyme dissociation, Cy5-IP20 fluorescence polarization; R2B truncated from residue 108, S112A mutant; 0% DMSO only, 100% 113 µM cGMP. activation, % at 11.4 µM. actives 0.079% (n = 340,000). AID 504700;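 active means activation above a cutoff set at the mean over all compounds plus 3 SD, cut at about 18% in these data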;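 further: higher means more holoenzyme dissociation and a rise in polarization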
NSD2 HMT inh – inhibitors of human histone methyltransferase NSD2. O96028. actives 0.54% (n = 310,000). inhibition, % at 12.5 µM. AID 743445. NSD2 peptide methylation, AlphaScreen, 120 min; in the data active means inhibition above about 50%
dFosB activator – enhances mouse delta FosB homodimer DNA binding; actives 0.99% (n = 340,000); activation, % at 25 µM; purified delta FosB, TAMRA-CDK5 oligo fluorescence polarization; percent of positive-control signal above neutral wells; P13346;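 active means mean activation above about 17%, with every replicate also reaching it, limit read from the data, passing the limit was not always enough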;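 further: fluorescence polarization rise as delta FosB binds a TAMRA Cdk5 AP-1 oligo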
Mot1-301 SUMO – inhibitors of SUMOylation pathway: yeast Mot1-301 growth rescue; S. cerevisiae Mot1-301 growth rescue, ATP luminescence, 38.5C; percent above DMSO median, 100 means doubled; growth rescue, % at 18.8 µM; actives 1% (n = 320,000); AID 2716;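 active means every valid replicate shows activation above 250% relative to neutral control wells; inactive means the rest, any valid replicate at or below 250%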;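 further: OY570 slx delta 5 strain wells were the positive control but not used for scaling; some compounds called inactive have numbers as strong as hits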
DSG3 Ab inh – blocks pemphigus antibody binding to human desmoglein-3. P32926. DSG3-coupled beads, scFv-anti-DSG3-GFP binding, flow cytometry; active compounds read low. binding (percent of control), % at 10 µM. actives 0.48% (n = 310,000);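 active means binding more than 3 SD below its plate's average and above zero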;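 further: hits lower antibody fragment binding to DSG3; some compounds called inactive have numbers as strong as hits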
Target sequence (P32926 whole entry, looked up, the tested form may be a part): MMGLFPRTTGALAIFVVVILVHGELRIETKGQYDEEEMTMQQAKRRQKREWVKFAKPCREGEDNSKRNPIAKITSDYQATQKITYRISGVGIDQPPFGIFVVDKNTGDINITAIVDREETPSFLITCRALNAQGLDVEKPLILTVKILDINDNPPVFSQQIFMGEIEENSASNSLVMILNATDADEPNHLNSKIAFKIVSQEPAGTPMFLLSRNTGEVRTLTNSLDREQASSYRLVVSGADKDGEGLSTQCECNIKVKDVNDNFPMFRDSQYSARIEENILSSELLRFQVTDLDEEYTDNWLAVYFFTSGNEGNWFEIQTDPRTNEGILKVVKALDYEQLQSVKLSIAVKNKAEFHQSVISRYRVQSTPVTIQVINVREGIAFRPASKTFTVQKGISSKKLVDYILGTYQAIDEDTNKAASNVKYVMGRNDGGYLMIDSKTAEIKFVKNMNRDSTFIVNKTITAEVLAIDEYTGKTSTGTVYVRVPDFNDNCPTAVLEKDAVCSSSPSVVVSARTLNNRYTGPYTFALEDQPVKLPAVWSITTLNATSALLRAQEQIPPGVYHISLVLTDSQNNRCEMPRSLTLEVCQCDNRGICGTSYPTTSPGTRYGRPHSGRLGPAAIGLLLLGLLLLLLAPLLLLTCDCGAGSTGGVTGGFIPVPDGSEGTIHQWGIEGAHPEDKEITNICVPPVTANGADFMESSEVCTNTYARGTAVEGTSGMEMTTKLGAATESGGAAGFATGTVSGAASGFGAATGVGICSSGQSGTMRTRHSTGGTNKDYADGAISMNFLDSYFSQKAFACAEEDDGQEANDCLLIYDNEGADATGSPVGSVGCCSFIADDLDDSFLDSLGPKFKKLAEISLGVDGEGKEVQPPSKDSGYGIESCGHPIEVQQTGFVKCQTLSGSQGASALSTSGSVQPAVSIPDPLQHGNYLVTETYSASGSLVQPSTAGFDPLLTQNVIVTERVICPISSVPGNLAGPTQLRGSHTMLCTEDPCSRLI
CDK5 p35 inh – blocks human CDK5/p35 kinase activity; Q00535+Q15078; Recombinant CDK5/p35, ADP-Glo luminescence, 60 min; inhibition, % at 10 µM; actives 0.01% (n = 330,000);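 active means highest replicate inhibition of at least 50% and at least 75% of replicates reaching 50%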;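 further: plate controls were DMSO neutral control for no effect and GW8510 at 10 µM for full effect; many of its hits are not listed in these tables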
PKA-R1A activ – activators of PKA-R1A complex. P00514+P68181. actives 0.083% (n = 340,000). activation, % at 11.4 µM. PKA-R1A dissociation, Cy5-IP20 fluorescence polarization; scaled: DMSO 0%, 113 µM cGMP 100%. AID 504707;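 active means percent activation above the mean of all tested compounds plus 3 SD, cut at about 19% in these data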;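 further: higher means more PKAc released from R1A so a rise in polarization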
* marks the source's active call; other numbers are inactive results; . = not tested or not shown.

SMILES	SR-BI DiI-HDL act	SR-BI HDL uptake	MITF TRPM1 HTS	Arrestin-AP2 inh	PKA-R2B activ	NSD2 HMT inh	dFosB activator	Mot1-301 SUMO	DSG3 Ab inh	CDK5 p35 inh	PKA-R1A activ
CCOC(=O)c1cn(CC)c2cc(F)c(F)cc2c1=O	-8	8	-4	10	6	-2	-2	-1	107	-0.5	1
O=C(/C=C/c1ccccc1Cl)N1CCCN(C(=O)/C=C/c2ccccc2Cl)CC1	3	-3	13	10	3	1	0	-4	101	2.3	-3
CN(CC(=O)OCC(N)=O)S(=O)(=O)c1ccc(Cl)cc1	16	-16	1	13	-7	-5	0	-6	101	0.5	-14
CCOC(=O)Nc1ccc2c(c1)C(=NNC(N)=S)c1ccccc1-2	-83	83*	4	-18	3	-2	14	.	93	0.8	-5
CCC(=O)N1CCN(c2ccccc2NC(=S)NC(=O)c2ccco2)CC1	-58	58	7	-17	-15	2	-4	56	.	0.8	0
COc1ccc(Cl)cc1-n1c(C)cc(C=O)c1C	6	-6	-17	-3	2	5	-7	-4	100	-1.4	-2
Cn1nnnc1SCC(=O)NCC(=O)c1ccccc1	-18	18	12	14	-3	3	-7	-4	.	-0.9	-15
C=CCOc1cccc(C2c3c(oc4ccccc4c3=O)C(=O)N2c2ccccn2)c1 (configuration not stated)	12	-12	-13	5	4	.	-5	-18	109	-1.9	1
O=C(CN(Cc1ccccc1Cl)C(=O)CNS(=O)(=O)c1ccc(F)cc1)NCC1CCCO1 (configuration not stated)	.	.	-9	-6	-1	1	-1	-6	116	0.5	-10
COc1ccc(NC(=O)CS(=O)CC(=O)NCc2cccc(C(F)(F)F)c2)cc1 (configuration not stated)	20	-20	-11	-5	-6	-9	-6	14	94	-1.2	-10
O=C(CN1CSCC1=O)N1CCN(S(=O)(=O)c2cccc(F)c2)CC1	17	-17	0	8	-7	1	-2	-6	.	1.4	-9
CCCCCC(=O)NNC(=S)NC(=O)c1ccc([N+](=O)[O-])cc1	5	-5	-1	13	-16	2	-8	.	94	3.8	-6
Cc1ccc(C(=O)NCc2nnc(SCC(=O)NC(C)c3ccccc3)n2C)cc1 (configuration not stated)	9	-9	0	-5	-6	-13	-9	5	102	0.2	1
CC1CN(c2oc(-c3ccco3)nc2S(=O)(=O)c2ccccc2)CC(C)O1 (configuration not stated)	.	.	9	1	1	1	-5	157	106	-0.1	-4
CCOc1ccccc1N1CCN(C(=O)c2ccc3c(c2)OCO3)CC1	-18	18	8	-8	-3	0	-5	16	102	0.8	-1
O=C(CNc1cc(S(=O)(=O)N2CCOCC2)ccc1NCC1CCCO1)Nc1ccccc1F (configuration not stated)	5	-5	1	26	-5	1	-2	4	106	-0.9	-7
COc1ccc(N2CCN(C(=O)c3ccc(CNc4c(N5CCOCC5)c(=O)c4=O)cc3)CC2)cc1	2	-2	0	22	-4	.	1	5	101	0.1	-7
CCCN1CCC(NC(=O)Cc2ccccc2OC)CC1	8	-8	4	28	-4	4	3	33	102	0.4	-6
CN(C)CCN1C(=O)C(O)=C(C(=O)c2ccco2)C1c1ccccc1F (configuration not stated)	13	-13	.	11	-7	-3	-1	0	.	1.7	1
CC(C(=O)NCc1ccccc1)N1C(=O)C2CC=C(Cl)CC2C1=O (configuration not stated)	21	-21	10	1	4	1	5	-1	108	-1.1	-3
CC(C)c1ccc(NC(=O)C2=CC=CN3CCS(=O)(=O)N=C23)cc1	-1	1	34	25	2	2	-4	.	98	0.4	2
S=C(Nc1cccc(Cl)c1)Nc1ccc2c(c1)OCCO2	-4	4	56	8	0	0	-11	-16	104	1.8	-6
CN(CCc1ccccc1)C(=O)c1ccc(NC(=O)Cc2ccc(NC(=O)C3CCN(C(=O)C4CC4)CC3)cc2)cc1	-5	5	4	17	-10	.	4	.	106	10	-11
CC1(C)C2CCC(C2)C1C/C=N/NC(N)=S (configuration not stated)	-61	61	-2	-6	-11	2	0	6	101	3.8	-7
COc1ccc(-c2cc(C(=O)N3CCN(c4ccc(F)cc4)CC3)no2)cc1	17	-17	-9	14	-15	-4	-3	-6	.	0.9	8
COc1ccc(C2CC(c3cccc(C)c3)n3nc(N)nc3N2)cc1 (configuration not stated)	12	-12	1	13	-5	.	1	76	108	-0.2	-3
Cc1cc(=O)c(C(=O)Nc2cccc(N3CCCC3=O)c2)nn1-c1ccccc1Cl	-17	17	5	-2	-2	5	-32	-23	98	0.9	1
CCOc1ccccc1CNC(=O)CCCn1ncn2c(cc3occc32)c1=O	-7	7	-5	64*	-3	-4	0	-2	104	-1.8	-4
Cc1nc(-c2cccc(NS(=O)(=O)c3cccc4ccccc34)c2)cs1	13	-13	-1	4	5	6	-6	223	102	-1.5	5
CCc1cc(=O)oc2cc(C)cc(OC(C)C(=O)NC3CCN(Cc4ccccc4)CC3)c12 (configuration not stated)	-32	32	4	23	2	16	-16	7	99	1.4	-6
Cc1ccccc1C(=O)Nc1ccccc1-c1nnn(CC(=O)Nc2ccc3c(c2)OCCO3)n1	-24	24	10	31	2	0	31*	-3	96	0.2	-7
COc1ccc(N/C=C2/Sc3ccccc3NC2=O)cc1	-28	28	47	0	-5	2	4	-7	102	1.3	-3
O=C(CSc1n[nH]c(-c2cccnc2)n1)Nc1ccc([N+](=O)[O-])cc1Br	.	.	-2	23	2	2	-7	-10	.	0.2	-8
CCOC(=O)C1=C(COC(=O)CC(C)c2ccccc2)NC(=O)NC1C (configuration not stated)	20	-20	.	-9	-9	-1	-8	-21	.	0.6	0
CC(=O)c1ccc(N2CCN(C(=O)CCCc3nc4ccccc4s3)CC2)cc1	-42	42	-17	9	3	-1	-9	-9	84	-0.6	-9
COc1ccccc1/C=C/C(=O)c1ccc(Cl)cc1	4	-4	34	11	4	-1	0	.	101	0.3	14
O=C(NC(=S)Nc1ccc2cn[nH]c2c1)c1ccccc1	7	-7	33	-8	3	-3	-12	0	105	0.4	-8
COc1ccccc1CNC(=O)COC(=O)c1ccc(S(=O)(=O)N2CCCC2)cc1	2	-2	.	6	-4	-1	2	-8	78	-0.2	-11
COc1ccc2nc(NC(=O)Cn3cnc4ccccc4c3=O)sc2c1	.	.	9	-10	2	-6	31*	-3	100	-0.4	-1
COc1cc(NC(=O)c2ccc3nsnc3c2)cc(OC)c1OC	-43	43	5	16	-3	.	-1	8	106	-1.3	6
COc1ccc(NC(=O)c2[nH]ncc2[N+](=O)[O-])cc1	20	-20	-9	37	8	2	4	.	105	0.1	-3
Cc1nn(-c2ccccc2)c(C)c1C(=O)OCC(=O)NC(=O)NC1CCCC1	7	-7	-5	-16	9	1	-16	.	102	0.6	-4
Cc1ccc([N+](=O)[O-])cc1Nc1nc(N2CCCC2)nc(N2CCCC2)n1	-21	21	-17	-15	-13	0	-3	-27	106	1.1	3
O=C(O)C1CCCCC1C(=O)Nc1ccc(S(=O)(=O)N2CCCCC2)cc1 (configuration not stated)	3	-3	5	25	3	.	-7	-6	100	0.9	8
CCn1c(Cc2ccccc2)nnc1SCC(=O)Nc1cc(C)on1	8	-8	0	-3	3	-6	-1	-10	.	-0.6	-3
O=C(Cc1c(Cl)cccc1Cl)Nc1ccc(S(=O)(=O)Nc2ncccn2)cc1	1	-1	-6	-1	-5	-3	-5	76	105	0.6	5
COc1ccccc1CNC(=O)COC(=O)Cc1cccc(F)c1	22	-22	10	-5	2	-7	-2	25	.	0.8	-3
CN1CCN(C(=O)C2CCN(S(=O)(=O)c3ccccc3[N+](=O)[O-])CC2)CC1	-2	2	8	35	-10	5	0	-2	95	0.0	5
CCc1ccc(OCC(=O)NNC(=O)Cc2ccc(S(=O)(=O)N3CCOCC3)s2)cc1	17	-17	1	2	0	-1	1	11	95	1.3	3
N#Cc1cccc(NCC(=O)Nc2cccc(S(=O)(=O)N3CCCCC3)c2)c1	-43	43	-12	10	3	0	-10	-6	104	1.0	-2
Cc1cc(NS(=O)(=O)c2ccc(NC(=O)CCc3ccccc3)cc2)no1	20	-20	6	0	-3	2	-3	-7	103	0.7	-3
O=C(CNC(=O)c1ccc2c(c1)OCCO2)N/N=C/c1ccc([N+](=O)[O-])cc1	0	0	-2	3	-15	0	3	10	.	1.0	-10
COc1cc2nc(=S)n(CCCN3CCOCC3)c(N)c2cc1OC	25	-25	-5	5	-11	.	11	.	110	-0.1	4
Cc1ccc(Oc2ncnc(N)c2[N+](=O)[O-])cc1	4	-4	1	-21	13	-4	0	95	.	1.2	-2
COc1ccc(N2C(=O)NC3CC2(C)Oc2ccc(Cl)cc23)cc1OC (configuration not stated)	-12	12	0	9	4	-2	-4	-13	102	-0.1	-1
CCOc1ccc(NC(=O)CCC(=O)OC)cc1	11	-11	-1	26	-5	-4	-1	8	100	-0.4	-12
CCOC(=O)c1ccc(N=Cc2cnc(N)nc2N)cc1	2	-2	2	2	-8	-2	0	.	99	-3.4	-8
Nc1ccc(Oc2cc(N)cc(Oc3ccccc3)c2)cc1	-3	3	87*	36	-7	3	-4	267	92	-0.7	3
Cc1onc(-c2ccccc2Cl)c1C(=O)N1CCc2ccccc21	-29	29	-6	1	-4	0	-4	-11	104	-0.4	-8
CC(OC(=O)c1ccc(Cl)c(S(=O)(=O)N2CCOCC2)c1)C(=O)Nc1ccc(S(N)(=O)=O)cc1 (configuration not stated)	6	-6	10	2	-11	3	-11	322	.	-1.8	0
Cn1nnnc1SCCNCC#Cc1ccccc1	-4	4	4	1	-7	-4	1	-12	95	-1.3	-11
COc1ccccc1CNC(=O)c1ccc(OC(F)F)c(OC)c1	-49	49	19	9	10	-1	-5	28	98	0.0	-8

Shown field by field: part of the list above.
Cc1onc(-c2ccccc2Cl)c1C(=O)N1CCc2ccccc21
  SR-BI DiI-HDL act = -29
  SR-BI HDL uptake = 29
  MITF TRPM1 HTS = -6
  Arrestin-AP2 inh = 1
  PKA-R2B activ = -4
  NSD2 HMT inh = 0
  dFosB activator = -4
  Mot1-301 SUMO = -11
  DSG3 Ab inh = 104
  CDK5 p35 inh = -0.4
  PKA-R1A activ = -8
CC(OC(=O)c1ccc(Cl)c(S(=O)(=O)N2CCOCC2)c1)C(=O)Nc1ccc(S(N)(=O)=O)cc1 (configuration not stated)
  SR-BI DiI-HDL act = 6
  SR-BI HDL uptake = -6
  MITF TRPM1 HTS = 10
  Arrestin-AP2 inh = 2
  PKA-R2B activ = -11
  NSD2 HMT inh = 3
  dFosB activator = -11
  Mot1-301 SUMO = 322
  DSG3 Ab inh = .
  CDK5 p35 inh = -1.8
  PKA-R1A activ = 0
